U2OS ROS induce: cancer cell ROS induction. U2OS ROS induction, H2DCF-DA fluorescence. ROS induction (% of piperlongumine), % at 10 µM. 2% of 46,000 active; in the data active = ROS induction above about 79%, passing the limit was not always enough; inconclusive = no clear call, values can overlap the other calls;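 note: 0% = DMSO vehicle median and 100% = reference compound median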
* = called active by the depositor; ? = inconclusive.

SMILES	U2OS ROS induce
C[C@@H]1CCCCO[C@H](CN(C)Cc2ccc(Cl)c(Cl)c2)[C@@H](C)CN([C@H](C)CO)C(=O)c2cc(NS(=O)(=O)c3ccccc3)ccc2O1	30
Cc1cc(OC(=O)C2COc3ccccc3O2)cc(C)c1Cl (configuration not stated)	43
O=C(CC1NCCNC1=O)Nc1ccccc1Cl (configuration not stated)	-15
Cc1noc(C)c1S(=O)(=O)Nc1cccc2c1O[C@H](CN(C)Cc1ccc(Cl)c(Cl)c1)[C@H](C)CN([C@@H](C)CO)C2=O	11
CC1CCCC2=CC(OC2=O)C(C)(C)CCC1=O (configuration not stated)	4
O=C(CCCN1C(=O)c2ccccc2C1=O)Nc1ccc(Nc2ccccc2)cc1	-13
C[C@@H]1CN([C@H](C)CO)C(=O)c2cc(NC(=O)c3ccncc3)ccc2O[C@H]1CN(C)C(=O)Nc1ccc(C(F)(F)F)cc1	16
CC/C=C\C/C=C\C/C=C\C/C=C\C/C=C\C/C=C\CCC(=O)O	-6
C[C@@H]1CN([C@@H](C)CO)C(=O)Cc2cc(NC(=O)Cn3cnnn3)ccc2O[C@@H]1CN(C)Cc1ccncc1	0
C[C@@H]1CN([C@H](C)CO)C(=O)c2cccc(NS(=O)(=O)c3cn(C)cn3)c2O[C@@H]1CN(C)Cc1ccc(C(F)(F)F)cc1	12
COc1ccc(C(=O)N(CC#N)CC#N)cc1	-20
CC(C)(C)c1ccc(/C=C2/NC(=O)N(Cc3ccc(Br)cc3)C2=O)cc1	-11
C[C@@H]1CN([C@@H](C)CO)C(=O)c2cc(NC(=O)C3CC3)ccc2O[C@H]1CN(C)S(=O)(=O)c1ccc(F)cc1	-8
CC(C)NC(=O)N(C)C[C@@H]1Oc2ccc(NC(=O)Nc3ccc(F)cc3)cc2C(=O)N([C@H](C)CO)C[C@H]1C	-8
COc1ccc(S(=O)(=O)Nc2ccc3c(c2)C(=O)N([C@@H](C)CO)C[C@@H](C)[C@@H](CN(C)CC2CC2)O3)cc1	3
COc1ccc(CN(C)C[C@H]2Oc3c(NC(=O)C4CCOCC4)cccc3C(=O)N([C@@H](C)CO)C[C@@H]2C)cc1	4
CSc1nnc(Cc2ccccc2)c(=O)[nH]1	2
COc1ccccc1NCC(=O)NN	-18
C[C@@H]1CN([C@@H](C)CO)C(=O)c2cccc(NS(=O)(=O)c3ccc(F)cc3)c2O[C@@H]1CN(C)S(=O)(=O)c1ccc(F)cc1	2
C[C@H](CO)N1C[C@H](C)[C@H](CN(C)S(C)(=O)=O)Oc2ccc(NS(=O)(=O)c3ccccc3)cc2C1=O	2
C[C@H]1CN([C@@H](C)CO)C(=O)Cc2cc(NC(=O)Cc3ccccc3)ccc2O[C@@H]1CN(C)Cc1ccc(Cl)c(Cl)c1	88*
CCC(C)OC(=O)COc1ccc2c(=O)c(Oc3ccccc3Cl)coc2c1 (configuration not stated)	6
O=C(Cn1cnc2ccccc2c1=O)Nc1ccccc1Cl	-6
CC12CCC(=O)C=C1CCC1(C)C2(C)CCC2(C)C(C(=O)CO)CCC21C (configuration not stated)	66
C[C@H]1CN([C@@H](C)CO)C(=O)Cc2cc(NS(=O)(=O)c3cccs3)ccc2O[C@@H]1CN(C)C(=O)Nc1ccc(C(F)(F)F)cc1	39
C[C@@H]1CN([C@@H](C)CO)C(=O)c2cccc(NC(=O)C3CC3)c2O[C@H]1CN(C)Cc1ccc2c(c1)OCO2	-2
COc1c(CCC(=O)O)c(O[C@@H]2O[C@H](CO)[C@@H](O)[C@H](O)[C@H]2O)cc2occc12	-6
C[C@@H]1CN([C@@H](C)CO)C(=O)c2cccc(NC(=O)CCCCCC(=O)Nc3ccccc3N)c2O[C@@H]1CN(C)S(=O)(=O)c1cn(C)cn1	-3
C[C@H]1CN([C@@H](C)CO)C(=O)c2cc(NC(=O)Nc3cccc4ccccc34)ccc2O[C@H]1CN(C)Cc1ccc(Cl)c(Cl)c1	15
C[C@H]1CN([C@@H](C)CO)C(=O)c2cccc(N(C)C)c2O[C@H]1CN(C)C(=O)Nc1ccc(F)cc1	1
Cc1cccn2c(=O)c(/C=N/O)c(N3CCCCC3)nc12	13
CCOC(=O)c1ccc(NC(=O)CNC(=O)C23CC4CC(CC(C4)C2)C3)cc1	-14
COc1ccc(S(=O)(=O)N(C)C[C@@H]2Oc3c(NC(=O)Nc4cccc5ccccc45)cccc3C(=O)N([C@H](C)CO)C[C@@H]2C)cc1	-4
COc1ccc(NC(=O)Nc2cccc3c2O[C@H](CN(C)C(=O)Nc2ccc(F)cc2)[C@@H](C)CN([C@H](C)CO)C3=O)cc1	-6
Cc1ccc(NC(=O)CN(c2ccc(Cl)c(C(F)(F)F)c2)S(C)(=O)=O)cc1	-4
C[C@H](CO)N1C[C@H](C)[C@@H](CN(C)Cc2ccc(C(=O)Nc3ccccc3N)cc2)Oc2c(NC(=O)c3cnccn3)cccc2C1=O	34
CC(=O)NCCCC[C@@H]1NC(=O)[C@H]2C[C@@H](C(=O)NCCCCCCNC(=O)CS)[C@@H](c3ccc(O)cc3)N2C1=O	8
CCCCCc1ccc(/C=C/C(=O)Nc2ccccc2C(=O)O)cc1	2
COc1ccc(C(=O)Nc2ccc(N3CCN(C(=O)OC(C)(C)C)CC3)nc2)cc1	-10
C[C@@H]1CN([C@@H](C)CO)C(=O)Cc2cc(NC(=O)Nc3ccc(C(F)(F)F)cc3)ccc2O[C@@H]1CN(C)S(C)(=O)=O	0
Cc1ccc(S(=O)(=O)Nc2cccc3c2O[C@H](CN(C)S(=O)(=O)c2ccccc2)[C@@H](C)CN([C@@H](C)CO)C3=O)cc1	0
COc1ccc(C(=O)C(C)Oc2ccc(NC(=O)c3cccc(OC)c3)cc2)cc1 (configuration not stated)	49
COc1ccc(NC(=O)N(C)C[C@H]2OCCCC[C@@H](C)Oc3ccc(NC(=O)c4ccccc4)cc3C(=O)N([C@H](C)CO)C[C@@H]2C)cc1	6
C[C@@H]1CN([C@H](C)CO)C(=O)Cc2cc(NC(=O)CCN3CCOCC3)ccc2O[C@H]1CN(C)Cc1ccncc1	-5
Cc1ccc(CN(C)C[C@@H]2OCc3cn(nn3)CCCC(=O)N([C@@H](C)CO)C[C@@H]2C)cc1	7
CN1C(=O)c2ccccc2-n2c(nc3ccccc3c2=O)[C@@]12O[C@H]2c1ccccc1	11
COc1ccc(-c2nnc3c4ccccc4c(C)nn23)cc1S(=O)(=O)NCC1CCCO1 (configuration not stated)	38
CCCCN1C(C)=NC(C(F)(F)F)(C(F)(F)F)C2=C1CC(C)(C)CC2=O	120*
Cc1ccc2[nH]c(=O)c(CN(C3CCCCC3)S(=O)(=O)c3ccccc3)cc2c1	27
CC(C)NC(=O)N(C)C[C@@H]1Oc2ccc(NC(=O)CCCCCC(=O)Nc3ccccc3N)cc2C(=O)N([C@H](C)CO)C[C@H]1C	-8
O=S(=O)(Nc1ncccn1)c1ccc(NC(=S)N2CCN(c3ncccn3)CC2)cc1	-9
O=C(CSc1nc2ccccc2c(=O)n1-c1cccc(Cl)c1)Nc1cccc(Cl)c1	-5
O=C(CSc1ncn[nH]1)Nc1nsc(-c2ccc(Cl)cc2)n1	-10
C[C@H](CO)N1C[C@H](C)[C@@H](CN(C)S(C)(=O)=O)OCc2cn(nn2)CCCC1=O	20
Cc1nc2cc(NC(=O)c3ccc(S(=O)(=O)N(C)Cc4ccccc4)cc3)ccc2s1	43
C[C@@H]1CN([C@H](C)CO)C(=O)c2cccc(NS(=O)(=O)c3cccs3)c2O[C@H]1CN(C)Cc1ccc(-c2ccccc2)cc1	33
CCn1c(SCC(=O)c2ccc(C)cc2)nnc1-c1ccncc1	-1
CNC[C@@H]1Oc2c(NS(C)(=O)=O)cccc2C(=O)N([C@H](C)CO)C[C@H]1C	-8
O=C(Nc1ccccc1)Nc1ccc(Nc2ccccc2)cc1	-12
C[C@@H]1CN([C@H](C)CO)C(=O)c2cccc(NS(=O)(=O)c3ccc(Cl)cc3)c2O[C@@H]1CN(C)Cc1ccc(Oc2ccccc2)cc1	17
(further entries)
SMILES	U2OS ROS induce
C[C@H](CO)N1C[C@H](C)[C@@H](CN(C)S(=O)(=O)c2ccc(F)cc2)Oc2c(NC(=O)NC3CCCCC3)cccc2C1=O	-2
C[C@H](CO)N1C[C@H](C)[C@H](CN(C)S(=O)(=O)c2ccc(F)cc2)Oc2ccc(NC(=O)Cn3cnnn3)cc2C1=O	14
O=C(NC1=NCCS1)Nc1ccc2snnc2c1	-5
CN(C)c1nc(Nc2ccc(OC(F)(F)F)cc2)nc(NC(C)(C)C)n1	39
NC(=NC(=O)c1cccc(C(F)(F)F)c1)c1ccc(C(F)(F)F)cn1	47
COc1cc(/C=C2\Oc3cc(O)cc(O)c3C2=O)cc(OC)c1O	5
O=C1Nc2ccccc2Oc2cc(Sc3ccccc3)ccc21	-5
CCOC(=O)C1C(=O)C(=O)Nc2ccccc21 (configuration not stated)	5
CC(C)NC(=O)Nc1cccc2c1O[C@H](CN(C)S(=O)(=O)c1ccc(F)cc1)[C@H](C)CN([C@@H](C)CO)C2=O	0
C[C@H](CO)N1C[C@H](C)[C@H](CN(C)Cc2ccc(C(=O)O)cc2)Oc2ccc(NC(=O)C3CCCCC3)cc2CC1=O	-3
C[C@@H]1CN([C@H](C)CO)C(=O)c2cccc(NC(=O)CCCCCC(=O)Nc3ccccc3N)c2O[C@@H]1CN(C)S(=O)(=O)c1ccccc1	12
Cc1cc(C(=O)Nc2cccc3c2O[C@@H](CN(C)C(=O)Nc2ccc(C(F)(F)F)cc2)[C@@H](C)CN([C@H](C)CO)C3=O)n(C)n1	-12
Cc1ccc(C(C)C)cc1OCC(O)Cn1c(C)nc2ccccc21 (configuration not stated)	8
Cn1c(=O)c2c(ncn2CC(O)CO)n(C)c1=O (configuration not stated)	5
COC(=O)c1sc2c(C)cc(Cl)c(C)c2c1C(=O)Oc1ccccc1	30
C[C@H](CO)N1C[C@H](C)[C@H](CN(C)C(=O)Nc2ccc(C(F)(F)F)cc2)Oc2ccc(NC(=O)Cc3cn(C)c4ccccc34)cc2CC1=O	8
C[C@H](CO)N1C[C@H](C)[C@H](CN(C)Cc2ccc(C(=O)O)cc2)Oc2c(cccc2N(C)C)C1=O	8
OC(c1ccccc1)c1nc2ccccc2n1Cc1ccccc1 (configuration not stated)	-3
O=C(CCCCC(=O)N/N=C/C1=CCCCC1)NO	14
COC(=O)c1cc(OC)c(OC)cc1NC(=O)C1c2ccccc2Oc2ccccc21	0
CC(C)(C)Nc1nc2nonc2nc1NC(C)(C)C	-8
COc1ccc(NC(=O)C2CC(=O)n3c(nc4ccccc43)N2)cc1 (configuration not stated)	4
CC[C@H]1OC(=O)[C@H](C)[C@@H](OC2C[C@@](C)(OC)[C@@H](O)[C@H](C)O2)[C@H](C)[C@@H](O[C@@H]2O[C@H](C)C[C@H](N(C)C)[C@H]2O)[C@](C)(O)C[C@@H](C)/C(=N\OCOCCOC)[C@H](C)[C@@H](O)[C@]1(C)O (some centres not stated)	4
Cc1cc(C)cc(Oc2c(C(F)(F)F)oc3c(CN4CC(C)OC(C)C4)c(O)ccc3c2=O)c1 (configuration not stated)	-12
Nc1ccc(-c2nc3ccccc3[nH]2)cc1	8
CCn1c(SCc2nc(-c3cccs3)no2)nnc1-c1c[nH]c2ccccc12	23
C[C@H]1CN([C@@H](C)CO)C(=O)CCCn2cc(nn2)CO[C@H]1CN(C)C(=O)Nc1ccc(C(F)(F)F)cc1	10
Cc1noc(C)c1NC(=O)N(C)C[C@@H]1Oc2ccc(NC(=O)Cn3cnnn3)cc2C(=O)N([C@H](C)CO)C[C@H]1C	1
CCc1ccccc1NC(=O)c1ccc2snnc2c1	-9
COc1ccc(-n2nc3c(c2NC(=O)/C=C\c2ccc4c(c2)OCO4)CS(=O)(=O)C3)cc1	23

Exported with each value named: part of the list above
> C[C@H]1CN([C@@H](C)CO)C(=O)Cc2cc(NS(=O)(=O)c3cccs3)ccc2O[C@@H]1CN(C)C(=O)Nc1ccc(C(F)(F)F)cc1
  U2OS ROS induce = 39
> C[C@@H]1CN([C@@H](C)CO)C(=O)c2cccc(NC(=O)C3CC3)c2O[C@H]1CN(C)Cc1ccc2c(c1)OCO2
  U2OS ROS induce = -2
> COc1c(CCC(=O)O)c(O[C@@H]2O[C@H](CO)[C@@H](O)[C@H](O)[C@H]2O)cc2occc12
  U2OS ROS induce = -6
> C[C@@H]1CN([C@@H](C)CO)C(=O)c2cccc(NC(=O)CCCCCC(=O)Nc3ccccc3N)c2O[C@@H]1CN(C)S(=O)(=O)c1cn(C)cn1
  U2OS ROS induce = -3

Given field by field: entries from further up.
Nc1ccc(-c2nc3ccccc3[nH]2)cc1
  U2OS ROS induce = 8

CCn1c(SCc2nc(-c3cccs3)no2)nnc1-c1c[nH]c2ccccc12
  U2OS ROS induce = 23

C[C@H]1CN([C@@H](C)CO)C(=O)CCCn2cc(nn2)CO[C@H]1CN(C)C(=O)Nc1ccc(C(F)(F)F)cc1
  U2OS ROS induce = 10

The list continues.
SMILES	U2OS ROS induce
COc1ccccc1-c1nnc(SCC(=O)Nc2ccccc2-c2ccccc2)n1C	-5
O=C(CC(=O)c1ccccc1)c1ccccc1	-4
C[C@H]1CN([C@@H](C)CO)C(=O)c2cc(NC(=O)Cc3cn(C)c4ccccc34)ccc2O[C@@H]1CN(C)Cc1ccc2c(c1)OCO2	?
Cc1noc(C)c1NC(=O)Nc1ccc2c(c1)C(=O)N([C@H](C)CO)C[C@H](C)[C@@H](CN(C)C(=O)NC1CCCCC1)O2	-7
Cc1cc(C(=O)OCC(=O)N2c3ccccc3Sc3ccccc32)c2ccccc2n1	8
CC(C)NC(=O)Nc1ccc2c(c1)C(=O)N([C@H](C)CO)C[C@H](C)[C@H](CN(C)Cc1ccc(Cl)c(Cl)c1)O2	-10
COC(=O)C1=C(NC(=O)c2ccc(S(=O)(=O)N3CCOCC3)cc2)CCS1	-2

Screening results deposited in PubChem by Broad Institute.

A portion of the library. The share of hits here may be higher or lower than overall.
